# Bioassay records deposited in PubChem BioAssay by several laboratories.
# LMPTP block: LMPTP (human) inhibition; hit rate 0.22% among 360,000; P24666; recombinant LMPTP-A, OMFP fluorogenic substrate, fluorescence intensity; inhibition, % at 20 µM;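 active means compounds that cut the enzyme signal by at least half of the control window in the single-dose screen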;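 further: plate controls were DMSO wells with enzyme plus substrate for no effect and substrate without enzyme for full effect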
# Target sequence (P24666 whole entry, looked up): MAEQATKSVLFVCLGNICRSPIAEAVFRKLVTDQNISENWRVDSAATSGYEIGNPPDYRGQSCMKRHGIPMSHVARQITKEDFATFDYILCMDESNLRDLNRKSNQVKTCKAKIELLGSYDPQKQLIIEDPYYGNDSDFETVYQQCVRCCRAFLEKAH
#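 Test system – LMPTP-A phosphatase enzyme · Quantity – 0.625 nM LMPTP-A final · Reagent – OMFP substrate, 400 µM final · Dosing – one test concentration per compound, 20 µM, with 3% DMSO overall · Timing – 50 min enzyme reaction at room temperature, protected from light · Detection – fluorescence intensity · Controls – substrate-only low control, DMSO enzyme-plus-substrate high control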
# SUMO1-SIM PPI: SUMO1-SIM interaction modulation; SUMO1 binding to a labelled peptide, TR-FRET, 1 h; inhibition, % at 20 µM; hit rate 0.33% among 360,000; AID 602429; in the data active means inhibition above about 37%
# Target sequence (P63165 whole entry, looked up): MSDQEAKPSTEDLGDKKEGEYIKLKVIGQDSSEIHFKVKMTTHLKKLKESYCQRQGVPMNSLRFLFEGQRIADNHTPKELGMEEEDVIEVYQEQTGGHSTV
# Neddylation inh: inhibitors of human cullin neddylation. calls only at 25 µM. TR-FRET cullin neddylation, biochemical. AID 651699. P61081+Q13564. hit rate 0.58% among 360,000; in the data active means inhibition above about 36%
# Target sequence (P61081 whole entry, looked up): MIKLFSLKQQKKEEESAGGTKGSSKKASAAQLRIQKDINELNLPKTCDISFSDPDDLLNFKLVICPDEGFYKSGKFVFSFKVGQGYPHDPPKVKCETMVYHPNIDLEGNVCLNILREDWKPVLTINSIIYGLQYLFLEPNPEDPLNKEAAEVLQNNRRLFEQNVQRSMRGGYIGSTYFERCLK
# Target sequence (Q13564 whole entry, looked up): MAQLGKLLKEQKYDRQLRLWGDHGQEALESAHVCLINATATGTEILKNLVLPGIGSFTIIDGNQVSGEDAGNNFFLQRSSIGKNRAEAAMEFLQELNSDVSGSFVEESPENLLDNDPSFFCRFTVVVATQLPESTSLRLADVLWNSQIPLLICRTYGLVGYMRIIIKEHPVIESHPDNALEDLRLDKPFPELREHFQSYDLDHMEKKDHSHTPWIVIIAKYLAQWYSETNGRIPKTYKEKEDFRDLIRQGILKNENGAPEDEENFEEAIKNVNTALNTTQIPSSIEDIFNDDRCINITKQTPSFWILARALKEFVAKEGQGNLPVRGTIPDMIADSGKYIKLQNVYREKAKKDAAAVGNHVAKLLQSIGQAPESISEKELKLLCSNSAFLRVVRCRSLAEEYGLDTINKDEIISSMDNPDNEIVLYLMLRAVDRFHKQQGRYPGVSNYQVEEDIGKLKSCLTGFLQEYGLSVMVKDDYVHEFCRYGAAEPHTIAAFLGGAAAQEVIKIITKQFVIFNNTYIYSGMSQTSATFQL
# Tb MetRS inh: blocks T. brucei methionyl-tRNA synthetase activity | purified T. brucei MetRS, ATP depletion, Kinase-Glo luminescence | inhibition, % at 11.9 µM | hit rate 0.4% among 360,000 | AID 624268;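 active means inhibition above a per-plate cutoff of the control wells' mean inhibition plus 3 SD, cut at about 5.5% in these data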;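 further: 0% = DMSO wells median and 100% = median of wells with control inhibitor compound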
#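 assay system = parasite MetRS enzyme | timing = 15 min preincubation, 2 h reaction, all 25 °C | evaluation = percent inhibition relative to median high and low control wells | medium = HEPES buffer containing pyrophosphatase, BSA, spermine, DTT | compound = single dose, 11.9 µM final nominal, 0.9% final DMSO | detection = Kinase-Glo luminescence, ATP depletion format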
# DNMT1 block: blocks human DNA methyltransferase DNMT1; DNMT1 molecular beacon, Hinp1I cleavage, fluorescence; inhibition (reported as % activation of signal), % at 10 µM; hit rate 0.83% among 360,000; in the data active means inhibition above about 50%
# NadD block: inhibitors of Staphylococcus aureus NadD. purified NadD enzyme, colorimetric absorbance read-out. inhibition, % at 20 µM. hit rate 0.78% among 360,000; in the data active means inhibition above about 26%; further: some compounds past the cut are filed as inactive
# Scp-1 inhibitor: inhibitors of human Scp-1 phosphatase; inhibition, % at 20 µM; hit rate 0.88% among 340,000; AID 493091; Recombinant Scp1, phosphopeptide, malachite green phosphate absorbance;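 active means inhibition above about 50% at 20 µM, limit read from the data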;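 further: plate controls were DMSO wells with enzyme for no effect and wells lacking enzyme for full effect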
#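 Test system: SCP-1 catalytic domain; Buffer or medium: Acidic Tris acetate buffer with magnesium and detergent; Also added: Phosphorylated 17-residue peptide substrate; Compound: single 20 µM dose, 1% DMSO; Schedule: enzyme reaction 45 min at room temperature, colour 5 min, stabilisation 30 min; Signal: Phosphate-binding colour reagent, absorbance read at 630 nm.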
# SKN-1 block: inhibitors of C. elegans SKN-1 | C. elegans VP596 Pgst-4::GFP/RFP ratio, acrylamide-induced, 24 h | inhibition, % at 21.8 µM | hit rate 0.49% among 360,000 | AID 624304;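 active means interference check ratio from 0.5 to 1.5 plus GFP to RFP signal ratio inhibition reaching or exceeding a fixed threshold, cut at about 30% in these data, passing the limit was not always enough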; further: some compounds called inactive have numbers as strong as hits
# NRP1-CendR mod: alters CendR peptide binding to human NRP-1. O14786. FAM-RPARPAR peptide binding to NRP-1, fluorescence polarization. inhibition, % at 25 µM. hit rate 0.85% among 360,000. AID 602438;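 active means inhibition or corrected inhibition above about 18%, plus a signal ratio from 0.5 to 1.5, limit read from the data, passing the limit was not always enough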; further: strong numbers were not always called active
# STEP block: STEP (human) phosphatase inhibition. P54829. recombinant STEP, OMFP fluorogenic substrate, fluorescence. inhibition, % at 20 µM. hit rate 0.25% among 360,000;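 active means inhibition at 20 µM, scaled per plate between control wells, above about 37%, limit read from the data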;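 further: 0% = DMSO with enzyme and substrate and 100% = substrate only without enzyme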
#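 medium = Bis-Tris buffer pH 6.0, 2.5 mM DTT, 0.005% Tween 20 | test system = STEP (striatal-enriched tyrosine phosphatase) enzyme, cell-free | measure = normalized % inhibition | compound dosing = 20 µM, 1% DMSO | also added = 25 µM OMFP | schedule = reaction 20 min, ambient temperature | measured by = fluorescence read at 480 nm ex / 540 nm em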
# Active calls of the source: *; i = inactive; · = not tested or not shown.
SMILES,LMPTP block,SUMO1-SIM PPI,Neddylation inh,Tb MetRS inh,DNMT1 block,NadD block,Scp-1 inhibitor,SKN-1 block,NRP1-CendR mod,STEP block
CC(=O)Nc1ccc(C(=O)OCC(=O)N2CCN(C(=O)c3ccco3)CC2)cc1,0.0,2,i,-0.3,6,-3,-7,-2,12,-2
O=c1oc2ccccc2c(Nc2cccc3ccccc23)c1[N+](=O)[O-],-1.2,-16,i,-1.1,3,1,5,13,0,-9
c1ccc2[nH]c(NCCCN3CCOCC3)nc2c1,-0.5,5,i,3.0,8,2,-3,1,2,-1
CCc1ccc(CN(C)C(=O)C2CCC(=O)N(Cc3cccc(OC)c3)C2)nc1 (centres undefined),-1.8,-3,i,0.0,2,0,-5,4,1,-1
COc1ccccc1OCc1ccc(C(=O)NCC2CCCO2)o1 (centres undefined),-0.4,0,i,-1.7,-1,3,-5,0,13,-1
CCCCc1c(-c2ccccc2OC)ncn1Cc1ccc(Cl)cc1,3.1,9,i,-0.8,·,1,·,17,16,·
CCn1c2ccccc2c2cc(NC(=O)COc3ccc(OC)cc3)ccc21,4.6,-3,i,-0.1,-2,-2,-11,-9,5,0
FC(F)Oc1ccc(-n2cc(-c3ccc(Cl)cc3)[n+]3c2CCCCC3)cc1,-0.3,-2,i,0.1,-1,7,3,2,8,2
CCCCN1CC[C@H]2C=CC[C@@H](C(=O)N3CCN(c4ccccc4)CC3)[C@H]2C1=O,0.0,2,i,0.1,1,4,-8,15,23,-3
Cc1n[nH]c(=O)nc1N1CCN(c2ccccc2)CC1,-0.4,-3,i,-1.5,2,4,3,-1,19,-2
Cc1nc2c(Br)cc(Br)cc2cc1O,0.7,-12,i,-0.1,-2,-5,-7,-3,1,-5
Oc1ccc2ccccc2c1C=Nc1cc(C(F)(F)F)ccc1N1CCCC1,-1.1,-2,i,-0.2,-5,6,-12,76,-87,-1
Cc1ccc(-c2[nH]ncc2/C=N/n2c(C)nc3ccccc3c2=O)cc1,-2.0,11,i,-0.6,-2,-1,-7,-1,-5,-3
Cc1ccc(NC(=O)C(C)SCc2nc3sc(C)c(C)c3c(=O)[nH]2)nc1 (centres undefined),0.0,-3,i,0.3,8,2,3,11,-46,-2
CCOc1ccc(NC(=O)c2ccc(NS(=O)(=O)c3cccs3)cc2)cc1,0.1,0,i,-0.8,-2,-5,5,-7,1,0
N#Cc1ccc(NC(=O)Nc2ccc(Oc3ccc(NC(=O)Nc4ccc(C#N)cc4)cc3)cc2)cc1,3.8,9,·,-0.4,-26,28*,-14,7,5,-4
Nn1c(C2COc3ccccc3O2)n[nH]c1=S (centres undefined),-0.8,0,i,0.3,-3,5,-4,6,8,8
COc1ccc(OC)c2[nH]c(=O)c(CCNC(=O)c3ccc(S(=O)(=O)N4CCCC4)cc3)cc12,-0.3,-2,i,-0.7,-1,2,0,13,12,4
Cc1cccnc1NC(=O)c1ccc(COc2ccccc2)o1,1.4,1,i,-0.2,0,-3,-2,12,-4,-2
CCOC(=O)Cn1c(=O)oc2cc(S(=O)(=O)Nc3ccc(F)cc3)ccc21,-1.8,-2,i,-0.1,-1,-1,-12,-7,-8,-3
Cc1ccccc1NC(=O)C1C(=O)Nc2ccccc2C(=O)N1Cc1ccccc1 (centres undefined),-0.6,-3,i,0.1,·,·,·,-1,11,·
CCc1ccccc1C1C(=O)c2ccccc2C1=O,-2.0,-19,i,0.0,1,-5,-6,-2,-2,-1
O=C(CN1C(=O)C2C3C=CC(C3)C2C1=O)Nc1cccc(S(=O)(=O)N2CCCC2)c1 (centres undefined),-0.3,-2,i,-1.2,3,1,1,-1,-6,-1
O=S(=O)(Nc1cc(Cl)cc(Cl)c1)N1CCOCC1,0.5,-3,i,0.7,0,0,-8,6,2,0
Cc1ccc2cccc(Oc3ncnc4scc(-c5ccc(Cl)cc5)c34)c2n1,3.7,-1,i,0.0,-4,13,-9,2,6,-1
Cc1ccccc1NC(=O)Cc1nnc(SCC(=O)N2CCN(c3ccccc3)CC2)n1C,-0.4,-3,i,-0.6,-6,3,0,-4,2,-2
COC(=O)c1ccc(CNC(=O)C(Cc2ccccc2)NC(=O)c2ccccc2)cc1 (centres undefined),0.3,-11,i,-0.3,2,1,·,-7,-4,0
Cc1cc(NC(=O)c2sc3ccccc3c2O)no1,-0.2,-4,·,-0.1,-1,-6,-8,21,-2,-3
Cc1cc2c(n1-c1ccc(Cl)cc1)CC(C)(C)CC2=O,-0.4,4,i,-0.5,1,-4,-4,13,-10,1
COC(=O)Cn1c(O)c(N=NC(=O)c2ccc3c(c2)OCO3)c2ccccc21,2.9,-16,i,-0.8,-7,0,8,6,-1,3
Cc1ccc(/C=N/NC(=O)CN2CCN(Cc3ccccc3)CC2)o1,-1.6,-7,i,0.6,2,3,-7,-8,6,0
Cc1ccc(OCc2nnc(SCc3cc(=O)[nH]c4ccccc34)n2-c2ccccc2)cc1,1.4,-1,i,0.6,-1,-3,-2,-7,-12,-2
COc1ccc(C(=O)c2c3ccccc3[n+]([O-])n2CCC(N)=O)cc1,-2.3,-9,i,-0.2,-3,3,-6,3,10,-2
O=C(NCCCN1CCOCC1)C(=O)NCC1CCCO1 (centres undefined),-2.6,1,i,0.6,15,1,-5,6,-2,9
Cc1cc(C(=O)NNC(=O)CCCOc2ccccc2)c(C)o1,-0.4,-2,i,-0.2,1,-2,-6,6,9,2
O=c1cc(CSc2nnc(-c3cccnc3)n2-c2ccccc2F)nc2sccn12,3.8,7,i,-0.8,2,0,0,-6,-1,3
O=C(COC(=O)c1ccc(Cl)nc1)NCc1cccs1,-0.1,-4,i,-0.2,-2,-1,-4,-9,8,0
Cc1oc(-c2ccc(Cl)cc2)cc1C(=O)/C(C#N)=C/Nc1ccccc1,-0.8,2,i,0.0,19,4,-6,-1,-21,3
COC(=O)C1=C(C)NC(C)=C(C(=O)OC)C1c1ccc(OC(=O)c2oc3ccccc3c2C)c(OC)c1,6.7,-2,·,-0.8,-12,10,-19,6,9,-2
COc1ccc(Cc2nc3ccccc3[nH]c2=O)cc1,0.4,-16,i,0.3,1,2,2,6,5,-3
CC(=O)Cc1nsc(NC(=O)c2ccc(COc3ccccc3C)o2)n1,0.4,1,i,-0.2,0,-5,-7,6,10,2
Cc1ccccc1NCCC(=O)Nc1ccc(Cl)cc1,0.9,-1,i,0.9,0,-7,-8,16,7,-2
COc1ccc(NC(=O)CCN2C(=O)C3C4CCC(C4)C3C2=O)cc1 (centres undefined),-3.2,0,i,-0.3,0,-1,-27,-5,0,1
O=C(COC(=O)/C=C/c1ccc(Cl)cc1Cl)NCc1ccco1,-0.4,-6,i,2.3,-3,-7,0,-3,3,2
CCN1CCN(C(=O)CS(=O)(=O)Cc2nc(-c3ccccc3C)oc2C)CC1,-0.8,-1,i,-0.1,2,1,3,11,1,0
Cc1cccc(-n2nnc(C(=O)NCc3ccccc3Cl)c2N)c1,2.7,0,i,-0.9,-2,-6,-2,0,11,0
COC(=O)C1CCN(S(=O)(=O)Cc2ccccc2)CC1,-0.7,1,i,-1.4,1,-2,-8,-10,-2,1
N#Cc1sc2nc(-c3cccs3)cc(-c3ccc(Cl)cc3)c2c1N,0.1,-6,i,-0.8,-2,0,-3,31,-6,1
COc1ccc(NC(=S)N2CCC(C(=O)N3CCCCCC3)CC2)cc1,1.4,-1,i,-0.1,2,0,16,2,2,5
Cc1cccc(S(=O)(=O)Nc2ccc(-n3c(C)nc4ccccc4c3=O)cc2)c1,-0.2,-1,i,-0.1,1,4,1,8,1,-2

# Further entries.
SMILES,LMPTP block,SUMO1-SIM PPI,Neddylation inh,Tb MetRS inh,DNMT1 block,NadD block,Scp-1 inhibitor,SKN-1 block,NRP1-CendR mod,STEP block
Cc1ccc2[nH]c(=O)c(CN(Cc3cccs3)C(=S)NCc3ccco3)cc2c1,2.2,-1,i,1.3,-6,4,-12,-7,-8,0
COc1ccc(S(=O)(=O)N2CCCCCC2)cc1C(=O)NCCOc1ccc(C)cc1,2.6,2,i,-0.1,1,-4,-10,5,10,2
S=C(NCCCN1CCOCC1)N1CCOCC1,-3.9,0,i,1.7,0,0,-7,-3,-4,3
CCc1nc2ccc(C(=O)N(C)CCN(C)C)cn2c1N(CC)CCOC,-2.8,3,i,-0.2,4,0,·,1,8,1

# Not a retest: an excerpt of the list.
SMILES,LMPTP block,SUMO1-SIM PPI,Neddylation inh,Tb MetRS inh,DNMT1 block,NadD block,Scp-1 inhibitor,SKN-1 block,NRP1-CendR mod,STEP block
CC(=O)Cc1nsc(NC(=O)c2ccc(COc3ccccc3C)o2)n1,0.4,1,i,-0.2,0,-5,-7,6,10,2
Cc1ccccc1NCCC(=O)Nc1ccc(Cl)cc1,0.9,-1,i,0.9,0,-7,-8,16,7,-2
COc1ccc(NC(=O)CCN2C(=O)C3C4CCC(C4)C3C2=O)cc1 (centres undefined),-3.2,0,i,-0.3,0,-1,-27,-5,0,1
O=C(COC(=O)/C=C/c1ccc(Cl)cc1Cl)NCc1ccco1,-0.4,-6,i,2.3,-3,-7,0,-3,3,2
CCN1CCN(C(=O)CS(=O)(=O)Cc2nc(-c3ccccc3C)oc2C)CC1,-0.8,-1,i,-0.1,2,1,3,11,1,0
Cc1cccc(-n2nnc(C(=O)NCc3ccccc3Cl)c2N)c1,2.7,0,i,-0.9,-2,-6,-2,0,11,0
COC(=O)C1CCN(S(=O)(=O)Cc2ccccc2)CC1,-0.7,1,i,-1.4,1,-2,-8,-10,-2,1
N#Cc1sc2nc(-c3cccs3)cc(-c3ccc(Cl)cc3)c2c1N,0.1,-6,i,-0.8,-2,0,-3,31,-6,1
COc1ccc(NC(=S)N2CCC(C(=O)N3CCCCCC3)CC2)cc1,1.4,-1,i,-0.1,2,0,16,2,2,5
Cc1cccc(S(=O)(=O)Nc2ccc(-n3c(C)nc4ccccc4c3=O)cc2)c1,-0.2,-1,i,-0.1,1,4,1,8,1,-2
Cc1ccc2[nH]c(=O)c(CN(Cc3cccs3)C(=S)NCc3ccco3)cc2c1,2.2,-1,i,1.3,-6,4,-12,-7,-8,0
